Assay outcomes (PubChem)
GALK inhibitor: inhibitors of human galactokinase (GALK). 44,000 tested, under 10 active. recombinant GALK, Kinase-Glo ATP luminescence, 1 h. P51570. Potency, µM (titrated, usually from 57.5 µM), for inactives: at the highest dose activity, negative = inhibition, hits mostly inhibitors;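 further: plate controls were full GALK reaction for no effect and reaction lacking GALK for full effect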
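Luminescent ATP-depletion readout (Kinase-Glo Plus) after 1 h room-temperature incubation of human GALK (5 nM) with galactose 100 µM and ATP 35 µM, pH 8.0 HEPES/Mg2+ buffer; compounds tested in qHTS format.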
PTAP-TSG101 blk: inhibitors of HIV-1 PTAP binding to human TSG101, validation; 44,000 tested, under 10 active; Potency, µM (series often up to 115 µM), inactives show top-dose activity change, negative = inhibition, hits mostly inhibitors; Q99816; Fluorescence polarization, FITC-PTAP peptide/Tsg101, 20 min; further: potency means the concentration at half of the fitted maximal effect; 0% is about no effect
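Steps: Tsg101 binding domain (10 uM final) in HEPES pH 7.5/NaCl/Tween 20/EDTA/TCEP; add compound; add FITC-PTAP peptide (50 nM final); incubate 20 min r.t.; read polarization.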
FH mod: Identification of activators of human fumarate hydratase by quantitative high-throughput screening; Fumarate hydratase, mitochondrial (Homo sapiens), P07954; FH coupled MDH/diaphorase resazurin fluorescence, 15 min; Potency, µM (doses to about 79.9 µM), for the others: top-dose activity change, negative = inhibition, most hits filed as inhibitors; 0.22% of 54,000 active; AID 1347055, 2019; further: potency means the concentration at half of the fitted maximal effect; on the % scale 0 is the no-effect control and ±100 the full control effect; the screen sought activators but most active calls are inhibition curves; nearly all actives have a fitted effect of over 45% in size
Target sequence (P07954 whole entry, looked up): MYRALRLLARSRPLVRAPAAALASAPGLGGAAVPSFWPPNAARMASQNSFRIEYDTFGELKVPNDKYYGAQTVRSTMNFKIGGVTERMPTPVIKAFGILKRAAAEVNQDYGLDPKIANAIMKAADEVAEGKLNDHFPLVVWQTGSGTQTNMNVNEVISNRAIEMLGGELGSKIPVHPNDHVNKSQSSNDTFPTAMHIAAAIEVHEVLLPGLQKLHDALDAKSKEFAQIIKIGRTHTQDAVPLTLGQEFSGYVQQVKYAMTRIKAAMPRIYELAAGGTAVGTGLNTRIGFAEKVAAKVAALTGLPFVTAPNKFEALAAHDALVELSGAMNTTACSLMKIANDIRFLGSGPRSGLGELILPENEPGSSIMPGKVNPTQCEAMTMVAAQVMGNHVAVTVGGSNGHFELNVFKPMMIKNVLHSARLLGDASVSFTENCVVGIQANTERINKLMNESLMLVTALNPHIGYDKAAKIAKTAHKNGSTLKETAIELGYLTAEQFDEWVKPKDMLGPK
B2AR arrestin ag: agonists recruiting beta-arrestin to human beta2-adrenergic receptor. P07550. HTLA Tango cells, beta-arrestin recruitment, luciferase luminescence, 18 h. Potency, µM (doses to about 46.1 µM), inactives show top-dose activation, hits mostly activators. 44,000 tested, under 10 active. AID 1347077;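 further: potency means the concentration at half of the fitted maximal effect; 0% = DMSO and full agonism = EC100 isoproterenol or metaproterenol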
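Tango cell line, 1% FBS DMEM; cpd titration up to 46 microM; 18 hr, 37 degrees C, 5% CO2. Luciferin/ATP substrate mix added, 15 min RT, luminescence. %Activity, CRC fitting, curve-class categorization.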
p53null 32C kill: p53 null cell cytotoxicity, permissive temperature. H1299-neo p53 null cells, ATP luminescence, 24 h, 32C. Potency, µM (highest dose often 46.1 µM), for the others: top-dose activity change, negative = cytotoxicity, most hits filed as cytotoxic. 0.62% of 55,000 active;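 further: potency means the concentration at half of the fitted maximal effect; 0% = DMSO only and -100% = full killing by 100 µM tamoxifen; nearly all actives have a fitted effect of over 55% in size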
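ATP-content luminescence in p53-null H1299-neo cells after 24 h compound exposure (up to 46 uM) at 32C permissive temperature; 0% and 100% killing set by DMSO and 100 uM tamoxifen; Hill-equation AC50.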
p53null 39C tox: p53 null cell cytotoxicity, nonpermissive temperature. H1299 p53-null (neo) cells, 39C, ATPlite viability, 24 h. Potency, µM (series often up to 46.1 µM), without a hit: top-dose activity, negative = cell killing, usual class: cytotoxic. 0.97% of 55,000 active;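 further: potency means the concentration at half of the fitted maximal effect; 0% = DMSO only and -100% = full killing by 100 µM tamoxifen; nearly all actives have a fitted effect of over 50% in size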
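H1299 lung cancer cells, p53-null (H1299-neo) or expressing p53 A138V (H1299-p53A138V), were plated overnight at 37C, then exposed to compounds at up to 46 uM for 24 hr at 39C. Viability was read by ATP-based luminescence.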
NTMT1 inhibitor: blocks human N-terminal methyltransferase 1 activity | Q9BV86 | NTMT1 MTase-Glo SAH luminescence, purified enzyme | Potency, µM (doses to about 114 µM), without a hit: top-dose activity change, negative = inhibition, usual class: inhibitors | 2.5% of 59,000 active | AID 1645870;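 further: potency means the concentration at half of the fitted maximal effect; plate controls were DMSO vehicle for no effect and no enzyme for full effect; nearly all actives have a fitted effect of over 65% in size; many of its hits are not listed in these tables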
Target sequence (Q9BV86 whole entry, looked up): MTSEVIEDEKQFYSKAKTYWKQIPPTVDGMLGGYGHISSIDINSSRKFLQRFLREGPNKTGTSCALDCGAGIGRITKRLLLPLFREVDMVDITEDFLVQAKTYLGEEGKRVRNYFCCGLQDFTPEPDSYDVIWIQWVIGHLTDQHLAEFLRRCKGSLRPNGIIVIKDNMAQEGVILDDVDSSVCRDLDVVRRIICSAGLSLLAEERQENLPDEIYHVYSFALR
An asterisk follows results filed as active; ? = inconclusive; . = not tested or not shown; [ ] = another dose, or the depositor's remark. The call rests on the fitted dose curve; in most records, active means well fitted curve in the direction sought with a large enough effect; inconclusive means small, poorly fitted or top-dose-only effect, or another doubt; inactive means no such curve, though single readings can be large; an effect the other way counts as inactive or inconclusive.

entry | SMILES | GALK inhibitor | PTAP-TSG101 blk | FH mod | B2AR arrestin ag | p53null 32C kill | p53null 39C tox | NTMT1 inhibitor
1 | CCn1c(=O)c2sccc2n2c(CCCC(=O)Nc3ccc(OC)c(OC)c3)nnc12 | 3% | -7% | 2% | 0% | 7% | -14% | ?
2 | COc1ccc2[nH]cc(CCNC(=O)Nc3c(C)cccc3C)c2c1 | 1% | -1% | -7% | -3% | -5% | -11% | -4%
3 | CC1=C(c2ccc(C)c(C)c2)S(=O)(=O)N=C1N1CCC(C(=O)NCc2ccc(C)o2)CC1 | -2% | 2% | 1% | -1% | -1% | 30%[activator] | 15%
4 | COc1ccc(CCNC(=O)CCn2c(=O)c3ccccc3n(Cc3c(C)cc(C)cc3C)c2=O)cc1OC | ? | 0% | 6% | 1% | 4% | -9% | -11%
5 | COc1ccc(-c2cc(C(=O)OCC(=O)c3ccc(C)cc3)c3cccc(Cl)c3n2)cc1 | -1% | -2% | -3% | -2% | 1% | -3% | -12%
6 | Cc1cccc2c1-c1sc(C(=O)N(C)c3cccc(C(F)(F)F)c3)cc1CO2 | 3% | -4% | ? | 0% | -6% | -7% | 19%
7 | CCC(C)n1c(=N)c(C(=O)NC2CCCCC2)cc2c(=O)n3ccccc3nc21 (stereo unspecified) | 3% | 3% | -30% | 1% | 5% | 14% | ?
8 | CCCCCc1ccc(-c2ccc(C(=O)Oc3ccc(C(=O)OC)cc3)cc2)nc1 | -19% | -1% | 0% | 1% | -2% | -25% | -6%

The closing 4 compounds of the section above open the next one:
entry | SMILES | GALK inhibitor | PTAP-TSG101 blk | FH mod | B2AR arrestin ag | p53null 32C kill | p53null 39C tox | NTMT1 inhibitor
5 | COc1ccc(-c2cc(C(=O)OCC(=O)c3ccc(C)cc3)c3cccc(Cl)c3n2)cc1 | -1% | -2% | -3% | -2% | 1% | -3% | -12%
6 | Cc1cccc2c1-c1sc(C(=O)N(C)c3cccc(C(F)(F)F)c3)cc1CO2 | 3% | -4% | ? | 0% | -6% | -7% | 19%
7 | CCC(C)n1c(=N)c(C(=O)NC2CCCCC2)cc2c(=O)n3ccccc3nc21 (stereo unspecified) | 3% | 3% | -30% | 1% | 5% | 14% | ?
8 | CCCCCc1ccc(-c2ccc(C(=O)Oc3ccc(C(=O)OC)cc3)cc2)nc1 | -19% | -1% | 0% | 1% | -2% | -25% | -6%
9 | Cc1ccc(Cn2c(=O)n(Cc3ccc(C(=O)NC4CCN(Cc5ccccc5)CC4)cc3)c(=O)c3ccccc32)cc1 | 0% | -1% | 3% | 1% | 6% | -6% | 14%
10 | Cc1ccc2c(CC(=O)Nc3nnc(C(C)C)s3)coc2c1C | 3% | 0% | -1% | 0% | -3% | -6% | 5%
11 | COCCCn1c(=O)c2sccc2n2c(CCCC(=O)Nc3cc(C)cc(C)c3)nnc12 | -6% | -8% | -3% | -1% | 11% | -15% | -4%
12 | CCOC(=O)C1CCN(C(=O)Cn2c(=O)oc3cc(S(=O)(=O)N4CCC(C)CC4)ccc32)CC1 | -3% | 2% | -2% | -2% | -9% | -5% | -9%
13 | CCOC(=O)c1c(C)c(-c2ccccc2)n(CC(=O)Nc2cc(OC)cc(OC)c2)c1C | 2% | 1% | -7% | 1% | -2% | -11% | 6%
14 | COc1ccccc1NC(=O)Cn1nc2c3cc(F)ccc3n(Cc3cccc(C)c3)cc-2c1=O | -4% | -1% | -6% | 0% | -1% | 5% | ?
15 | Cc1cc(C)c(NC(=O)Cn2nnc(C(=O)Nc3ccc(F)cc3F)c2N)c(C)c1 | 2% | -2% | 3% | 3% | -4% | ? | ?
16 | COc1cc(NC(=O)Cn2ncc3c([nH]c4ccc(C)cc43)c2=O)cc(OC)c1OC | 2% | 1% | 3% | -1% | 2% | -2% | -2%
17 | CN(C)c1ccc(C(CNC(=O)COc2ccc(Cl)cc2)N2CCOCC2)cc1 (stereo unspecified) | -3% | -8% | -9% | 1% | -4% | 14% | -13%
18 | COc1ccccc1NC(=O)c1oc2ccccc2c1NC(=O)c1c(F)cccc1F | 1% | 1% | -1% | 1% | -11% | -15% | 3%
19 | CC(NC(=O)c1ccc2nc(Cc3ccccc3)oc2c1)c1ccccc1 (stereo unspecified) | -5% | 1% | ? | 1% | 8% | 2% | 6%
20 | CCC(=O)N1CCc2cc(Br)cc(S(=O)(=O)N3CCCC(C(=O)NCc4cccc(OC)c4)C3)c21 (stereo unspecified) | -3% | 2% | -16% | -2% | 5% | -14% | 4%
21 | CCCCC(=O)Nc1ccc(C(=O)OCc2cc(=O)n3ccsc3n2)cc1 | 4% | -6% | -26% | 0% | -8% | -10% | -1%
22 | Cc1nnc(N2CCC(C(=O)N3CCCCC3)CC2)c2nn(-c3ccccc3)c(C)c12 | 1% | -11% | -8% | 1% | 8% | 12% | -14%
23 | Cc1ccc(-c2nc3nc(C)cc(N4CCN(c5cccc(C)c5C)CC4)n3n2)cc1 | 2% | 1% | -5% | -2% | -7% | 5% | 16%
24 | CCn1c(C(=O)N2CCC(C(=O)NCCCOC)CC2)cc2sccc21 | -2% | 1% | -3% | 1% | -6% | -1% | 30%[activator]

(listing goes on)
Second line of a record – GALK inhibitor	PTAP-TSG101 blk	FH mod	B2AR arrestin ag	p53null 32C kill	p53null 39C tox	NTMT1 inhibitor
25	COc1ccc(OC)c(NC(=O)C2=C(C)C(=O)OC23CCCCCC3)c1
 : -2%	-2%	-16%	-1%	-10%	-20%	-10%
26	COc1ccc(CCNc2oc(/C=C/c3cc(OC)c(OC)c(OC)c3)nc2C#N)cc1OC
 : -1%	-3%	-26%	1%	-1%	-14%	4%
27	Cc1ccc(Cc2nc3ccccc3nc2SCC(=O)NCCC(C)C)cc1
 : 4%	1%	-2%	0%	1%	7%	1%
28	COc1ccc(C2c3[nH]c4ccc(OC)cc4c3CCN2C(=O)Nc2ccccc2)cc1 (stereo unspecified)
 : -2%	16%	?	1%	6%	32%[activator]	15%
29	CCc1ccc(S(=O)(=O)c2nnn3c2nc(NCc2cccc(OC)c2)c2cc(Cl)ccc23)cc1
 : -1%	-7%	-3%	0%	-3%	-16%	2%
30	CCCCNc1ccc(-c2nc(-c3ccccn3)no2)cc1[N+](=O)[O-]
 : -1%	0%	8%	-2%	-3%	6%	?
31	CC(=O)N1CCc2cc(S(=O)(=O)N3CCN(c4ccc(C)cc4)C(C)C3)ccc21 (stereo unspecified)
 : 0%	0%	0%	0%	-12%	-19%	5%
32	CCCCn1cc2c(c1-c1ccc(Cl)cc1)c(=O)n(C)c(=O)n2C
 : 3%	-11%	21%	1%	35%[activator]	65%[activator]	-8%
33	COCCNc1nc2c(S(=O)(=O)c3ccccc3)nnn2c2ccc(Cl)cc12
 : 0%	-1%	7%	0%	-3%	-8%	-21%
34	CCOc1cc(C#N)c(NC(=O)c2ccc(OC)c(S(=O)(=O)N3CCN(c4ccccc4)CC3)c2)cc1OCC
 : 7%	-6%	-19%	1%	20%	2%	-4%
35	COc1ccc(CNC(=O)c2cc(-c3ccc(OC)c(OC)c3)nc3n[nH]c(-c4ccc(C)cc4)c23)cc1
 : -2%	2%	-24%	-3%	-12%	-2%	-4%
36	COc1ccccc1CNC(=O)CCCn1c(=O)c2cccn2c2ccccc21
 : 5%	-4%	-17%	-1%	0%	-16%	-3%
37	CC(=O)N1CCc2cc(S(=O)(=O)CCC(=O)Nc3ccc(C)cc3Br)ccc21
 : 0%	-5%	-9%	1%	3%	21%	2%
38	COc1ccc(CCNC(=O)c2ccc3c(c2)nc2n3CCCCC2)cc1OC
 : 1%	1%	-30%	0%	-13%	-1%	1%
39	Cc1ccc(-c2nc(CCNC(=O)C(=O)Nc3ccc(C)cc3C)cs2)cc1
 : 0%	-2%	3%	0%	-4%	66%[activator]	-2%
40	COC(=O)C1=C(c2ccccc2)c2ccccc2S(=O)(=O)N1CC(=O)Nc1ccccc1Cl
 : 0%	-2%	-16%	-2%	-1%	3%	-10%
41	COCCCNC(=O)c1oc2c(c1C)-c1nn(Cc3ccc(Cl)cc3)cc1CC2
 : 0%	-1%	-20%	4%	25%	-8%	-1%
42	CCCc1cnc2c(c1SCc1ccc(C(F)(F)F)cc1)c(=O)n(C)c(=O)n2C
 : -5%	-5%	-4%	-3%	-13%	12%	14%
43	CCCCNC(=O)C(Cc1ccccc1)NS(=O)(=O)c1ccc2c(c1)c(=O)n(C)c(=O)n2C (stereo unspecified)
 : 6%	1%	13%	1%	-2%	-13%	-20%
44	Cc1c(CNC2CCC(C)CC2)c(C(=O)O)c(C)n1Cc1ccc(Cl)cc1 (stereo unspecified)
 : 0%	1%	-9%	-3%	-7%	-11%	-9%

Full records as entered above.
CC(=O)N1CCc2cc(S(=O)(=O)N3CCN(c4ccc(C)cc4)C(C)C3)ccc21 (stereo unspecified) is entered as GALK inhibitor = 0%; PTAP-TSG101 blk = 0%; FH mod = 0%; B2AR arrestin ag = 0%; p53null 32C kill = -12%; p53null 39C tox = -19%; NTMT1 inhibitor = 5%
CCCCn1cc2c(c1-c1ccc(Cl)cc1)c(=O)n(C)c(=O)n2C is entered as GALK inhibitor = 3%; PTAP-TSG101 blk = -11%; FH mod = 21%; B2AR arrestin ag = 1%; p53null 32C kill = 35%[activator]; p53null 39C tox = 65%[activator]; NTMT1 inhibitor = -8%

(continued)
Second line of a record – GALK inhibitor	PTAP-TSG101 blk	FH mod	B2AR arrestin ag	p53null 32C kill	p53null 39C tox	NTMT1 inhibitor
45	Cc1ccc(C(=O)c2cn(Cc3ccc(F)cc3)c3nc(C)ccc3c2=O)cc1
 : 0%	5%	-8%	1%	-8%	3%	-1%
46	Cc1ccc(NC(=O)Nc2sc3nc4n(c(=O)c3c2C)CCC(C)CC4)c(Cl)c1 (stereo unspecified)
 : 4%	8%	.	0%	6%	-15%	.
47	CCOc1cccc(C(=O)Nc2c(C(=O)c3ccc(OC)cc3)oc3ccccc23)c1
 : 0%	1%	-6%	1%	1%	-13%	6%
48	COc1cc(NC(=O)NCCn2nnc3cc(S(=O)(=O)N(C)C)ccc32)cc(OC)c1
 : -4%	-7%	5%	1%	-6%	-3%	14%
49	O=C(CCn1c(=O)c2cccn2c2cccnc21)N1CCN(c2ccccc2)CC1
 : 4%	-9%	-11%	1%	-11%	-10%	-26%

This is a subset; count on the stated rates, not on these rows.
